CRFBP-R2 block: CRF-BP/CRF-R2 complex antagonism | HEK293 CRF-R2/CRF-BP, CRF-induced calcium fluorescence | inhibition, % at 11.8 µM | actives 0.59% (n = 350,000);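 active = inhibition of the ligand-induced calcium signal above about 50% at the single tested concentration, limit read from the data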
p-CIP stab down: compounds decreasing mouse p/CIP protein stability; actives 0.01% (n = 290,000); F442A p/CIP-EGFP cells, EGFP fluorescence, 16 h; decrease of EGFP signal, % at 10 µM; Q05BA5; AID 1984;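 active = EGFP signal decrease of at least 30% at 10 µM or well 3 SD below plate mean, unless failing retest; inactive = the rest, including hits failing retest or dose response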; note: some compounds called inactive have numbers as strong as hits; many of its hits are not listed in these tables
IDE inh: inhibits human insulin-degrading enzyme in HEK cells | actives 0.41% (n = 320,000) | FAbetaB cleavage, fluorescence polarization | inhibition, % at 5.59 µM | P14735 | AID 434962;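 active = percent inhibition above the average of all tested compounds plus 3 SD, set per screening campaign, cut at about 16% in these data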;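 note: IDE supplied by intact live HEK cells; FP after avidin binding of uncleaved biotin substrate so inhibition keeps polarization high; 0% = DMSO wells and 100% = 60 µM reference IDE inhibitor Ii1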
IMP-1 inhibitor: inhibitors of Pseudomonas aeruginosa IMP-1 metallo-beta-lactamase; actives 0.45% (n = 290,000); purified IMP-1, nitrocefin hydrolysis, epi-absorbance fluorescence; inhibition, % at 5.6 µM; AID 1556;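 active = inhibition above the mean plus 3 SD of all compounds in the same screening run, cut at about 4.5% in these data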;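 note: 0% = IMP-1 with DMSO and 100% = DMSO wells lacking enzyme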
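system = purified recombinant IMP-1 beta-lactamase | amount = 0.2 nM IMP-1, as dispensed | medium = HEPES buffer pH 7.1 with ZnSO4 and Brij 35 | times = 25 °C, 15 min preincubation, 25 min reaction | detection = plate fluorescence quenching by hydrolysis product, ex 480/em 530 nm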
GalR3 antag: antagonists of human GalR3; O60755; HEK293 GalR3-CNG cAMP membrane potential fluorescence; galR3 body fused to GalR1 C-terminus; inhibition, % at 3 µM; actives 0.44% (n = 360,000);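 active = inhibition above the screen-wide average plus 3 SD, cut at about 13% in these data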;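 note: forskolin and galanin both at EC90 stimulate the cells; cAMP rise reported by CNG channel membrane potential dye signal; 0% = forskolin plus galanin with DMSO and 100% = forskolin alone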
Target sequence (O60755 1-299 limits assumed): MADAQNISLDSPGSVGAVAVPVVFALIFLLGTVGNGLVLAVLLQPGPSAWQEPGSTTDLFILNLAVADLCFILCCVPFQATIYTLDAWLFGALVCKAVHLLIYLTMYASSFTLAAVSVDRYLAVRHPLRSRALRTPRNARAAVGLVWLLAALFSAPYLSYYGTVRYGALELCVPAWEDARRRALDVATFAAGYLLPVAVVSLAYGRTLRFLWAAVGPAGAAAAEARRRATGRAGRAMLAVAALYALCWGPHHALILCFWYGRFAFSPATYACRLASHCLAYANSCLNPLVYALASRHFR
NS3 helicase inh: blocks Hepatitis C virus NS3 helicase unwinding | AID 1800 | NS3 helicase DNA unwinding, Cy5 molecular beacon fluorescence | inhibition, % at 10.9 µM | actives 0.56% (n = 290,000);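 active = inhibition above the mean of all tested compounds plus 3 SD, set per campaign, cut at about 35% in these data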;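 note: 0% = DMSO wells and 100% = thioflavine S control wells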
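System: Hepatitis C virus NS3 helicase domain fragment enzyme | Reagent: Annealed dual-labelled DNA beacon duplex, ATP-started | Compound dosing: 10.9 µM single point, 0.8% DMSO | Incubation: 1 h reaction at 25 °C, ATP-initiated | Technique: Cy5 fluorescence | Evaluation: Percent inhibition from t60/t0 fluorescence ratio | Benchmarks: Low DMSO, high thioflavine S at 110 µM | Replication: Singlicate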
SUMO HTRF inh: SUMOylation inhibition; HTRF SUMOylation assay, SAE1/SAE2 + UBC9, in vitro; P63279; actives 0.36% (n = 290,000); AID 2006; inhibition, % at 35 µM; in the data active = inhibition above about 50%, passing the limit was not always enough; note: strong numbers were not always called active
Target sequence (P63279 whole entry, looked up): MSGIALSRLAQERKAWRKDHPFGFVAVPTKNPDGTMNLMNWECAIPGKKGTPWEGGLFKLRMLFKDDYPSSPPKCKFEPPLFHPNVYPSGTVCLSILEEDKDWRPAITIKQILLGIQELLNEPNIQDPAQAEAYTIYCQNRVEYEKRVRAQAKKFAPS
VIM-2 inh: inhibitors of Pseudomonas aeruginosa VIM-2 metallo-beta-lactamase; purified VIM-2, nitrocefin hydrolysis, epi-absorbance fluorescence; actives 0.89% (n = 290,000); inhibition, % at 5.6 µM;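 active = inhibition above the mean of all tested compounds plus 3 SD, cutoff set per screening run, cut at about 7.5% in these data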;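 note: red hydrolysis product quenches plate fluorescence so inhibitors raise well fluorescence; 0% = enzyme with DMSO and 100% = DMSO without enzyme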
IDE act: activators of human insulin-degrading enzyme in cells | AID 493087 | P14735 | activation, % at 5.96 µM | HEK cells, FAbeta-B cleavage, fluorescence polarization; 0% vehicle, 100% cell-free pure enzyme wells | actives 0.073% (n = 340,000);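 active = activation above the mean of all tested compounds plus 3 SD, set per screening campaign, cut at about 17% in these data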
* hit, by the source's call.

For O=C(NC(=S)Nc1ccc(Br)cc1)C1CCCCC1 the results were CRFBP-R2 block -11, p-CIP stab down -1, IDE inh 9, IMP-1 inhibitor -3.3, GalR3 antag 0, NS3 helicase inh -2, SUMO HTRF inh 1, VIM-2 inh -1.7 and IDE act 3.
`Cc1cc(C(=O)CSc2nnc(-c3ccc(Cl)cc3)n2C)c(C)n1CC1CCCO1` (stereo not given) gave CRFBP-R2 block 2, p-CIP stab down -7, IDE inh 10, IMP-1 inhibitor -1.3, GalR3 antag -1, NS3 helicase inh 6, SUMO HTRF inh 12, VIM-2 inh -2.4 and IDE act -5.
CSc1nc(-c2ccccc2)nc(NC(=O)C(C)C)c1C(C)=O was read as CRFBP-R2 block -23, p-CIP stab down 4, IDE inh -2, IMP-1 inhibitor -1.4, GalR3 antag -7, NS3 helicase inh -3, SUMO HTRF inh 3, VIM-2 inh 1.8 and IDE act -2.
`CCc1cc2cc(C(=O)N3CCN(c4ccccc4)CC3)sc2s1` gave CRFBP-R2 block 8, p-CIP stab down -1, IDE inh 4, IMP-1 inhibitor 0.4, GalR3 antag -4, NS3 helicase inh 4, SUMO HTRF inh 2, VIM-2 inh -1.9 and IDE act 1.
Screening CCc1ccc(S(=O)(=O)NCc2csc(C)n2)s1 returned CRFBP-R2 block 6, p-CIP stab down 18, IDE inh -3, IMP-1 inhibitor -1.2, GalR3 antag 3, NS3 helicase inh -1, SUMO HTRF inh 10, VIM-2 inh -2.4 and IDE act 3.
For CCCCn1c(N)c(N(CC(C)C)C(=O)c2cc(Cl)nc3ccccc23)c(=O)[nH]c1=O the results were CRFBP-R2 block -3, IDE inh -2, GalR3 antag -3 and IDE act 0.
For COC(=O)c1ccc(/C=N/NC(=O)C(=O)NCc2ccccc2)cc1 the results were CRFBP-R2 block -2, p-CIP stab down 5, IDE inh 4, IMP-1 inhibitor -0.7, GalR3 antag -7, NS3 helicase inh 4, SUMO HTRF inh 3, VIM-2 inh -2.5 and IDE act 4.
`CCOc1ccc(-n2c(SCC(=O)O)nc3sc4c(c3c2=O)CCCC4)cc1` gave CRFBP-R2 block -2, p-CIP stab down -6, IDE inh 1, IMP-1 inhibitor -4.1, GalR3 antag -9, NS3 helicase inh 20, SUMO HTRF inh 2, VIM-2 inh -2.9 and IDE act 6.
`O=C(Nc1cccc(OCC(=O)N2CCOCC2)c1)C1CCCCC1` gave CRFBP-R2 block 14, p-CIP stab down -2, IDE inh -3, IMP-1 inhibitor -5.5, GalR3 antag -7, NS3 helicase inh -5, SUMO HTRF inh 2, VIM-2 inh -2.4 and IDE act -1.
For CCc1cc(=O)oc2c(CN3CCN(C)CC3)c(O)c(Cl)cc12 the results were CRFBP-R2 block 6, p-CIP stab down 0, IDE inh 3, IMP-1 inhibitor -2.3, GalR3 antag -5, NS3 helicase inh 27, SUMO HTRF inh 32, VIM-2 inh -2.7 and IDE act 4.
For Cc1ccc(/C=N\NC(=O)Cn2nnc3ccccc32)o1 the results were CRFBP-R2 block 1, p-CIP stab down 2, IDE inh 0, IMP-1 inhibitor -2.4, GalR3 antag 2, NS3 helicase inh -2, SUMO HTRF inh -4, VIM-2 inh -5.0 and IDE act -1.
For COc1ccc(-c2cn[nH]c2-c2ccc(OCc3ccccc3)cc2O)cc1 the results were CRFBP-R2 block 12, p-CIP stab down -17, IDE inh 0, IMP-1 inhibitor -3.3, GalR3 antag -4, NS3 helicase inh 2, SUMO HTRF inh -4, VIM-2 inh -4.8 and IDE act 7.
For CCOc1ccc(-c2c(C(=O)N/N=C/c3ccco3)nnn2-c2nonc2N)cc1 the results were CRFBP-R2 block -51, p-CIP stab down -18, IDE inh 4, IMP-1 inhibitor -2.3, GalR3 antag -2, NS3 helicase inh 23, VIM-2 inh -1.4 and IDE act -5.
Screening CCCN1CCC(NC(=S)Nc2ccc(C(=O)OCC)cc2)CC1 returned CRFBP-R2 block -7, p-CIP stab down -5, IDE inh 2, IMP-1 inhibitor -4.3, GalR3 antag -1, NS3 helicase inh -4, SUMO HTRF inh 20, VIM-2 inh 0.3 and IDE act 5.
Screening CN(c1cccc(Cl)c1)S(=O)(=O)c1cccc(C(=O)Nc2ccc3c(c2)CCC3)c1 returned CRFBP-R2 block -8, p-CIP stab down 1, IDE inh 1, IMP-1 inhibitor -1.3, GalR3 antag -4, NS3 helicase inh -10, SUMO HTRF inh -11, VIM-2 inh 1.3 and IDE act -1.
O=C(NCCc1ccc(Cl)cc1)C1CC(=O)N(CCc2ccccc2)C1 (stereo not given) was read as CRFBP-R2 block -2, p-CIP stab down -5, IDE inh -3, IMP-1 inhibitor -0.7, GalR3 antag 0, NS3 helicase inh -1, VIM-2 inh 0.7 and IDE act 5.
Screening CC(C)C(=O)Nc1ccc(NC(=O)c2ccco2)cn1 returned CRFBP-R2 block -2, p-CIP stab down -15, IDE inh 3, IMP-1 inhibitor -2.0, GalR3 antag -4, NS3 helicase inh 7, SUMO HTRF inh 31, VIM-2 inh -4.3 and IDE act -3.
`CC1CCCC(NC(=O)COC(=O)c2ccc([N+](=O)[O-])s2)C1C` (stereo not given) gave CRFBP-R2 block 5, IDE inh -2, GalR3 antag -8 and IDE act -2.
COC(=O)[C@@H]1CC[C@@](C)(c2ccc(OC)cc2)C1(C)C was read as CRFBP-R2 block 0, IDE inh -6, GalR3 antag -2 and IDE act 1.
CC(=O)Nc1ccc2nc(NC(=O)c3cccnc3)sc2c1 was read as CRFBP-R2 block 0, p-CIP stab down -1, IDE inh -1, IMP-1 inhibitor -3.3, GalR3 antag -6, NS3 helicase inh 1, SUMO HTRF inh 1, VIM-2 inh 0.1 and IDE act 3.
`Cc1ccc(C(=O)N2CCN(c3ccccc3)CC2)cc1S(=O)(=O)N1CCCC1` gave CRFBP-R2 block -8, p-CIP stab down 1, IDE inh 4, IMP-1 inhibitor -0.6, GalR3 antag -3, NS3 helicase inh 1, SUMO HTRF inh 11, VIM-2 inh -2.3 and IDE act 8.
For CC(C)N1CCC(N2CCN(C3CCCCC3)CC2CCO)CC1 (stereo not given) the results were CRFBP-R2 block -2, p-CIP stab down -23, IDE inh 5, IMP-1 inhibitor -4.4, GalR3 antag -5, NS3 helicase inh 12, SUMO HTRF inh -11, VIM-2 inh -3.5 and IDE act 1.
Screening COc1cc(C(=O)Nc2ccc(S(=O)(=O)Nc3cnc4ccccc4n3)cc2)cc(OC)c1OC returned CRFBP-R2 block 7, p-CIP stab down 7, IDE inh 0, IMP-1 inhibitor -1.5, GalR3 antag -2, NS3 helicase inh -11, SUMO HTRF inh 26, VIM-2 inh -0.4 and IDE act -1.
For Nc1nnc(SC2CC(=O)N(c3ccccc3)C2=O)s1 (stereo not given) the results were CRFBP-R2 block 5, p-CIP stab down -10, IDE inh 2, IMP-1 inhibitor -3.1, GalR3 antag -3, NS3 helicase inh 0, SUMO HTRF inh 3, VIM-2 inh -2.3 and IDE act -4.
For CCOC(=O)C1CCCN(C(=O)C(=O)c2cn(CC(=O)N3CCOCC3)c3ccccc23)C1 (stereo not given) the results were CRFBP-R2 block -10, p-CIP stab down -16, IDE inh -7, IMP-1 inhibitor -0.6, GalR3 antag -2, NS3 helicase inh 5, SUMO HTRF inh 21, VIM-2 inh -2.4 and IDE act 3.
Screening O=C(COC(=O)c1ccccc1O)Nc1cccc(S(=O)(=O)NC2=NCCCCC2)c1 returned CRFBP-R2 block -4, p-CIP stab down 2, IDE inh 15, IMP-1 inhibitor -3.2, GalR3 antag -2, NS3 helicase inh -33, SUMO HTRF inh 11, VIM-2 inh -3.0 and IDE act -12.
`CCOc1ccccc1OCC(=O)OCC(=O)NNC(=O)c1ccc([N+](=O)[O-])cc1` gave CRFBP-R2 block 9, p-CIP stab down 2, IDE inh 0, IMP-1 inhibitor -0.5, GalR3 antag -2, NS3 helicase inh 8, SUMO HTRF inh -3, VIM-2 inh -4.4 and IDE act -2.
For S=C(NN=C(C1CC1)C1CC1)Nc1ccccc1 the results were CRFBP-R2 block -1, p-CIP stab down -6, IDE inh 1, IMP-1 inhibitor -3.1, GalR3 antag 3, NS3 helicase inh -4, SUMO HTRF inh 5, VIM-2 inh -0.3 and IDE act 6.
For Cc1c(Br)c(C(F)(F)F)nn1CC(=O)NCc1ccco1 the results were CRFBP-R2 block 13, p-CIP stab down 0, IDE inh 3, IMP-1 inhibitor -1.5, GalR3 antag -7, NS3 helicase inh 8, SUMO HTRF inh 5, VIM-2 inh -2.4 and IDE act 3.
For CC(C)[C@H](NC(=O)c1ccccc1)C(=O)OCC(=O)Nc1ccc(S(=O)(=O)N2CCOCC2)cc1 the results were CRFBP-R2 block -26, IDE inh -2, GalR3 antag -3 and IDE act 5.
CC(C)C[C@H](NC(=O)c1nc[nH]c1C(=O)NCc1ccc(CNC(=O)OC(C)(C)C)cc1)C(=O)OC(C)(C)C was read as CRFBP-R2 block -16, p-CIP stab down -17, IDE inh 0, IMP-1 inhibitor -2.5, GalR3 antag -2, NS3 helicase inh -37, SUMO HTRF inh -26, VIM-2 inh -3.7 and IDE act 3.
For C/C(Cc1nnn(-c2cc(C)on2)n1)=N\O the results were CRFBP-R2 block -2, p-CIP stab down -10, IDE inh 2, IMP-1 inhibitor -0.6, GalR3 antag 2, NS3 helicase inh 4, SUMO HTRF inh 15 and VIM-2 inh -1.2.
Screening COC(=O)C1=C(C(=O)OC)C(c2cc(Cl)ccc2O)c2sc(=O)[nH]c2S1 (stereo not given) returned CRFBP-R2 block -36, p-CIP stab down -5, IDE inh 2, IMP-1 inhibitor -2.4, NS3 helicase inh 14, SUMO HTRF inh 2, VIM-2 inh -1.9 and IDE act 2.
C=C(C)c1cccc(C(C)(C)NC(=O)Nc2cccnc2)c1 was read as CRFBP-R2 block -11, p-CIP stab down 4, IDE inh 6, IMP-1 inhibitor -2.4, GalR3 antag -6, NS3 helicase inh 4, SUMO HTRF inh 6, VIM-2 inh -1.0 and IDE act -2.

In the list so far, 3 contain an aryl methoxy group:
For COc1ccc(-c2cn[nH]c2-c2ccc(OCc3ccccc3)cc2O)cc1 the results were CRFBP-R2 block 12, p-CIP stab down -17, IDE inh 0, IMP-1 inhibitor -3.3, GalR3 antag -4, NS3 helicase inh 2, SUMO HTRF inh -4, VIM-2 inh -4.8 and IDE act 7.
COC(=O)[C@@H]1CC[C@@](C)(c2ccc(OC)cc2)C1(C)C was read as CRFBP-R2 block 0, IDE inh -6, GalR3 antag -2 and IDE act 1.
Screening COc1cc(C(=O)Nc2ccc(S(=O)(=O)Nc3cnc4ccccc4n3)cc2)cc(OC)c1OC returned CRFBP-R2 block 7, p-CIP stab down 7, IDE inh 0, IMP-1 inhibitor -1.5, GalR3 antag -2, NS3 helicase inh -11, SUMO HTRF inh 26, VIM-2 inh -0.4 and IDE act -1.

High-throughput results (PubChem BioAssay)
